ERG Ets-DNA blk – blocks human ERG Ets domain binding to DNA. P11308. fluorescence polarization, His-ERG Ets domain / labelled DNA. Potency, µM (titrated, usually from 76.9 µM), for the others: at the highest dose FP activity, negative = inhibition, hits mostly inhibitors. 370,000 compounds, 0.028% hits. AID 624246; active = well fitted inhibition curve with a large enough effect in the polarisation, with a control signal flat; inconclusive = small, poorly fitted or top-dose-only effect, or effect the other way, or a change in a side signal; inactive = no such curve, though single readings can be large or run the other way; the % refers to the polarisation;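 also: polarization taken with two DNA probes labelled with fluorescein and Texas red; % of control where 0% means no effect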
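His-tagged ERG Ets domain (1 uM in the protein solution; 300mM KCl, 50mM Tris-HCl, 1mM EDTA, 1mM DTT, pH 7.5) received compound, then a probe mix of 5 nM fluorescein-DNA and 100nM Texas-615-DNA. Fluorescence polarization was read for both dyes.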
PGK inhibitor – T. brucei PGK inhibition. P07378. 380,000 compounds, 0.043% hits. Potency, µM (doses to about 57.5 µM), for inactives: at the highest dose activity change, negative = inhibition, hits mostly inhibitors. PGK/GAPDH coupled, Kinase-Glo luminescence, 60 min. AID 602233; also: % is scaled to controls: 0 for no effect and ±100 for the full control effect; nearly all actives have a fitted effect of over 60% in size
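Luminescent ATP detection (Kinase-Glo Plus) follows a 60-minute room-temperature incubation, with wells lacking PGK as controls. Buffer: 100 mM TEA (pH 7.6), 5 mM MgCl2, 0.01% Tween-20. Coupling enzyme GAPDH (100 nM final) supplies unstable 1,3-BPG in-well.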
RGS4 inhibitor – inhibitors of human regulator of G protein signaling 4; Potency, µM (doses to about 114 µM), without a hit: top-dose activity change, negative = inhibition, most hits filed as inhibitors; P49798; Transcreener GDP fluorescence polarization, RGS4-accelerated GTP hydrolysis; AID 504845; 390,000 compounds, 0.039% hits; also: % is scaled to controls: 0 for no effect and ±100 for the full control effect; nearly all actives have a fitted effect of over 75% in size; some results filed as inactive show a strong effect at the top dose
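MLSMR compounds (23 nl, pin-transferred) preincubated 10 min at room temperature with a 500nM (2x) first reagent, then RGS4 at 900nM (2x) plus Transcreener GDP mix added; fluorescence polarization (620/688 nm) read before and after 90 min at 30 °C.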
12-LOX inh – ALOX12 (human) lipoxygenase inhibition; P18054; purified 12hLO, xylenol orange hydroperoxide absorbance; Potency, µM (top dose mostly 108 µM), for the others: top-dose activity change, negative = inhibition, most hits filed as inhibitors; 580,000 compounds, 1.1% hits; AID 1671190; also: % is scaled to controls: 0 for no effect and ±100 for the full control effect
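Purified human 12hLO at 150 nM in 25 mM Hepes, 0.01% Triton X-100, pH 7.0, preincubated 15 min at room temperature with compound. Reaction started with 40 uM arachidonic acid, 30 min at room temperature. Hydroperoxide measured by Fe-xylenol orange, 573/405 nm absorbance ratio.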
Pin1 inh – blocks the human prolyl isomerase Pin1; Q13526; Pin1 FP peptide displacement, HiFluor488, 10 min; Potency, µM (titrated, usually from 115 µM), inactives show top-dose activity, negative = inhibition, usual class: inhibitors; 390,000 compounds, 0.009% hits; AID 504891; active = well fitted inhibition curve with a large enough effect in the polarisation, with a control signal flat, not every such curve was filed as active; inconclusive = small, poorly fitted or top-dose-only effect, or effect the other way, or a change in a side signal; inactive = no such curve, though single readings can be large or run the other way; the % refers to the polarisation; also: % is scaled to controls: 0 for no effect and ±100 for the full control effect
JMJD2A Tudor – JMJD2A Tudor domain (human) inhibition; AlphaScreen JMJD2A-Tudor / H3K4me3 peptide binding; Potency, µM (titrated, usually from 114 µM), for inactives: at the top dose activity change, negative = inhibition, actives largely listed as inhibitors; 390,000 compounds, 4.4% hits; AID 504339; also: % is scaled to controls: 0 for no effect and ±100 for the full control effect; nearly all actives have a fitted effect of over 50% in size
Target sequence (O75164 whole entry, looked up, the tested form may be a part): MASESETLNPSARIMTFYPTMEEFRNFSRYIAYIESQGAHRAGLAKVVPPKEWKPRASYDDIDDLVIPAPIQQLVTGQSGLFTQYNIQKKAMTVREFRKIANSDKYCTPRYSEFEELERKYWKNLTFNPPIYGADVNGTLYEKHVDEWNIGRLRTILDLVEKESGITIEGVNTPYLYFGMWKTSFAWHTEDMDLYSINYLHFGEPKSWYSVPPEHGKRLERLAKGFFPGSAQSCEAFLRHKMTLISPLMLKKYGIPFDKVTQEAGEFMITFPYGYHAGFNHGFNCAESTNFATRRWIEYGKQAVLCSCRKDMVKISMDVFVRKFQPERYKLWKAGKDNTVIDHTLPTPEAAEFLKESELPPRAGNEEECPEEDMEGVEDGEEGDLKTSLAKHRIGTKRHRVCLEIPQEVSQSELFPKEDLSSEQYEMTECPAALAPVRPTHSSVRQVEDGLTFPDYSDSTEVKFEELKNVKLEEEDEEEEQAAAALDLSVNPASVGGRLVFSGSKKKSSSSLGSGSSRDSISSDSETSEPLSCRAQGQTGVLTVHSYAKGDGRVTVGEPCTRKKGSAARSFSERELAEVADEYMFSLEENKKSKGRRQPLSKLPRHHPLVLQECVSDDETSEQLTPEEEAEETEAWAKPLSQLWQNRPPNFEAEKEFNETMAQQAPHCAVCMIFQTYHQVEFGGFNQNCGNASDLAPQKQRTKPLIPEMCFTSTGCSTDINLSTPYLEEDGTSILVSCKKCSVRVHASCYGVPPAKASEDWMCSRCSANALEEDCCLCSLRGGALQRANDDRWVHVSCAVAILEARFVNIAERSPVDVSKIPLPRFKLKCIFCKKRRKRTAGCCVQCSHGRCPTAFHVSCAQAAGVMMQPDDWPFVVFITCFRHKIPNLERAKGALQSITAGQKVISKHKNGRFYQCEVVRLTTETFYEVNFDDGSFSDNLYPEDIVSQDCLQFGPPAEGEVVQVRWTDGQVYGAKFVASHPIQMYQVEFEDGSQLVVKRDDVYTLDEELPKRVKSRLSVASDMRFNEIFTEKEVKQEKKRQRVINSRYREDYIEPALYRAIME
HP1b binding inh – HP1-beta chromodomain-methylated histone interaction inhibition; 390,000 compounds, 0.56% hits; AlphaScreen HP1-beta / biotin-H3K9me3 peptide binding; P83916; Potency, µM (series often up to 114 µM), for inactives: at the highest dose activity change, negative = inhibition, actives largely listed as inhibitors; also: nearly all actives have a fitted effect of over 70% in size; inactives centre near 23
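Compound inhibition of the preformed complex between 50 nM HP1-beta and 50 nM biotinylated H3K9me3 peptide was read by AlphaScreen. Buffer was PBS pH 7.4 with 0.01% Tween-20. Incubations ran 30 min at room temperature, with 10 ug/mL donor/acceptor beads.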
rTrxR1 inhibitor – rat TrxR1 inhibition; O89049; recombinant rTrxR1, NADPH fluorescence consumption, selenite substrate; Potency, µM (highest dose often 114 µM), for the others: top-dose activity change, negative = inhibition, usual class: inhibitors; 390,000 compounds, 1% hits; also: % is scaled to controls: 0 for no effect and ±100 for the full control effect; nearly all actives have a fitted effect of over 65% in size
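Rat TrxR1 (90 nM in the dispensed reagent) was pre-reduced with 400 uM NADPH for 5 min at room temperature, then incubated with compound for 15 min. After 400 uM selenite was added, NADPH fluorescence (Ex 340/Em 450 nm) was followed for 8 min.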
GLS inhibitor – glutaminase GLS (human) inhibition; GLS enzymatic activity, qHTS titration; Potency, µM (doses to about 45.5 µM), for the others: top-dose activity change, negative = inhibition, usual class: inhibitors; 410,000 compounds, 0.21% hits; AID 624170; also: % is scaled to controls: 0 for no effect and ±100 for the full control effect
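Enzyme dispensed in phosphate buffer (45 mM, pH 8.2, 0.02% Tween-20), compounds pinned in, then 1 mM L-glutamine solution and the glutamate oxidase–HRP–Amplex Red mix added; fluorescence read immediately and again after 30 min at room temperature.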
An asterisk follows results filed as active; i = inactive; ? = inconclusive; / = no result given; & = joins results of further samples; ! = a repeat was not active; [ ] = another dose, or the depositor's remark. Unless noted, calls follow the shape of the dose curve; as a rule, active = well fitted curve in the direction sought with a large enough effect; inconclusive = small, poorly fitted or top-dose-only effect, or another doubt; inactive = no such curve, though single readings can be large; an effect the other way counts as inactive or inconclusive. Potency is read from the fitted curve at half-maximal effect. Some of the compounds tested; the hit share may differ from the screen's.

HP1b binding inh,Pin1 inh,rTrxR1 inhibitor,PGK inhibitor,RGS4 inhibitor,JMJD2A Tudor,ERG Ets-DNA blk,GLS inhibitor,12-LOX inh,mol
-1%,-16%,-11%[57.1 µM],-1%,16%,-12%,76%,7%,-12%,CCN(CC(=O)Nc1c(F)cccc1F)C(=O)c1ccc(OCC(=O)N2CCOCC2)c(OC)c1
10%,-3%,-7%,1%,-17%,-26%,?,4%,-20%,CCCC(C)NC(=O)c1ccc2[nH]c3c(c2c1)CC(C)CC3 (stereo not given)
-4%,?,?,4%,-6%,-34%,9%,3%,-15%,COc1ccccc1S(=O)(=O)N1CCn2cccc2C1C (stereo not given)
11%,-2%,24%,/,15%,-3%,-6%,3%,1%[57.4 µM],O=C(Nc1ncnc2c1CCC2)C12CC3CC(CC(C3)C1)C2
82%[activator],4%,-23%,-10%,-5%,-15%,1%,-3%,24%,CCCCNS(=O)(=O)CCNCc1ccccc1OC
11%,-5%,-8%,i,-14%,-7%,0%,8%,0%,CC(C)CC(=O)c1c[nH]c(C(=O)NCc2cccs2)c1
21%,-9%,13%[57.1 µM],-10%,-4%,-3%,1%,-2%,-15%,CCOC(=O)c1c(NC(=O)C2C3CCC(O3)C2C(=O)O)sc2c1CCCC2 (stereo not given)
39%[activator],-3%,5%,-1%,2%,-9%,-4%,-2%,5%,CC(C)c1cc(CNC(=O)C2CCC(=O)N(CCc3ccc(Cl)cc3)C2)on1 (stereo not given)
32µM*,/,7.1µM*,-22%,?,22µM*,27%,-19%,?,CC(=O)c1ccc(NC(=O)CSc2nnc(-c3ccco3)c(-c3ccco3)n2)cc1
36%,-2%,4%,0%,0%,-12%,1%,3%,-10%,CCCNC(=O)CC1Sc2ccccc2NC1=O (stereo not given)
52%[activator],-5%,5%,-9%,-26%,-12%,-4%,-12%,-16%,CCSc1nnc(NC(=O)C2CC(=O)N(Cc3ccccc3)C2)s1 (stereo not given)
-5%,1%,11%,-7%,2%,-16%,-12%,-2%,-12%,O=C(CCC(=O)N1CCN(c2ccc(F)cc2)CC1)c1ccc(F)cc1
23%,32%[activator],-12%,-8%,-8%,-9%,-10%,-6%,2%,Cc1cc(C(=O)OCC(=O)N(CC(C)C)c2c(N)n(Cc3ccccc3)c(=O)[nH]c2=O)c(C)o1
60%[activator],?,12%,i,-1%,10%,-1%,-19%,-13%,COc1ccc(C(=O)c2sc3nc(-c4ccc(C)cc4)cc(C(F)(F)F)c3c2N)cc1
27%,2%,20%,0%,22%,3%,-3%,2%,0%,Cc1ccc(N2C(=O)C(CC(=O)Nc3cccc(F)c3)N(CCc3ccncc3)C2=O)cc1 (stereo not given)
22%,6%,14%,/,14%,-12%,1%,2%,-9%,Cc1ccccc1NS(=O)(=O)c1ccc2c(c1)oc(=O)n2C
34%,17%,29%,i,-7%,4%,8%,-2%,3%,COc1ccc([C@H]2CC(=O)C=C(c3ccccc3-c3ccccc3)C2)cc1
-14%,1%,0%[57.1 µM],-23%,-23%,-31%,12%,4%,0%,Cc1ccc(NC(=S)N(CCN2CCCCC2)Cc2ccco2)cc1Cl
24%,-2%,1%[2.29 µM],i,-19%,20%,-4%,-7%,7.1µM*,Cc1cc2nn(-c3ccc(Cl)cc3)nc2cc1N
110%[activator],4%,2%,-4%,-3%,52%[activator],9%,0%,0%,CCn1c(=O)c(C(=O)NCCc2ccc(Cl)cc2)c(O)c2ccccc21

Part of the list above with just 12-LOX inh.
compound	12-LOX inh
CCCCNS(=O)(=O)CCNCc1ccccc1OC	24%
COc1ccc(C(=O)c2sc3nc(-c4ccc(C)cc4)cc(C(F)(F)F)c3c2N)cc1	-13%
CCCC(C)NC(=O)c1ccc2[nH]c3c(c2c1)CC(C)CC3 (stereo not given)	-20%
Cc1cc2nn(-c3ccc(Cl)cc3)nc2cc1N	7.1µM*
Cc1ccccc1NS(=O)(=O)c1ccc2c(c1)oc(=O)n2C	-9%
O=C(CCC(=O)N1CCN(c2ccc(F)cc2)CC1)c1ccc(F)cc1	-12%

The main list resumes, repeating the 2 entries before the break.
HP1b binding inh,Pin1 inh,rTrxR1 inhibitor,PGK inhibitor,RGS4 inhibitor,JMJD2A Tudor,ERG Ets-DNA blk,GLS inhibitor,12-LOX inh,mol
24%,-2%,1%[2.29 µM],i,-19%,20%,-4%,-7%,7.1µM*,Cc1cc2nn(-c3ccc(Cl)cc3)nc2cc1N
110%[activator],4%,2%,-4%,-3%,52%[activator],9%,0%,0%,CCn1c(=O)c(C(=O)NCCc2ccc(Cl)cc2)c(O)c2ccccc21
26%,-3%,10%[57.1 µM],9%,0%,-2%,10%,5%,-1%,O=C(CSc1nnc(CN2CCOCC2)n1-c1ccccc1)N1CCc2ccccc21
51%[activator],2%,-5%[57.1 µM],-2%,20%,-4%,-12%,3%,-9%,COc1cc(NC(=O)COC(=O)c2ccccc2F)cc(OC)c1
49%[activator],?,7%,i,-52%,-18%,3%,1%,?,Cc1ncc(CO)c2c1Oc1nc(-c3ccccc3)nc(SCC(=O)Nc3cccc(O)c3)c1C2
38%,?,-9%[57.1 µM],i,?,-24%,-16%,-5%,?,COc1ccc(OCC(=O)Nc2cccc(C(=O)OCc3cc(=O)n4nc(C)sc4n3)c2)cc1
16%,5%,-8%,-8%,-24%,-3%,14%,0%,203%[activator],Cc1ccc(OCCN(C)C(=O)C2CCC(=O)N(Cc3ccccc3F)C2)cc1 (stereo not given)
17%,1%,-11%,3%,20%,-12%,3%,1%,5%,CC1CCCN(CCCNC(=O)CN2C(=O)COc3ccccc32)C1 (stereo not given)
55%[activator],0%,0%,10%,10%,1%,6%,-4%,0%,CCN(CC)S(=O)(=O)c1ccc(N2CC(C(=O)NCCC3=CCCCC3)CC2=O)cc1 (stereo not given)
-2%,3%,-6%[57.1 µM],0%,-8%,?,-5%,10%,-1%,Cc1ccccc1OCC(O)CN1CCN(c2ccc(Cl)cc2)CC1 (stereo not given)
8%&22%,?,39%[activator],-6%&-7%,12%&21%,-17%&-7%,9%&15%,0%&3%,0.32µM*!,COc1ccccc1-n1c(SCC(=O)Nc2ccc(C)cc2)nc(O)cc1=O
23%,24%,16%[57.1 µM],-3%,-13%,-15%,-4%,15%,-4%,COC(=O)c1c(SCC(=O)Nc2ccc(C)cc2)nc(=O)[nH]c1C
46%[activator],11%,2%[57.1 µM],i,-45%,-2%,4%,-20%,5%,O=C1CC(c2ccccc2Cl)=NN(c2ncnc3ccccc23)C1=O
40%[activator],10%,1%,-7%,3%,-3%,2%,19%,1%,Cc1ccc(N)c(C(O)(C(F)(F)F)C(F)(F)F)c1
8%,3%,1%,4%,30%,-1%,8%,11%,?,Cc1ccc(N=Cc2c(O)n(-c3ccc4c(c3)OCO4)c(=O)c3ccccc23)cc1
17%,-1%,12%[57.1 µM],-2%,-28%,-33%,-10%,4%,?,Cc1cc(-c2nnc(SCC(=O)Nc3ccccc3C(F)(F)F)o2)c(C)n1-c1ccccc1
5%,-3%,19%[57.1 µM],-4%,2%,-10%,-6%,4%,6%,CC(C)N(CCO)Cc1nc(C(c2ccccc2)c2ccccc2)no1
40%[activator],-5%,-5%,-2%,-25%,-26%,9%,?,-3%,CCn1c(C)nc2cc(C(=O)NN=Cc3ccc([N+](=O)[O-])cc3)ccc21
?,60%[activator],-20%,-3%,2%,?,1%,1%,1%,N#Cc1nc(COc2ccccc2Cl)oc1NCCc1ccccc1
51%[activator],1%,-16%,i,8%,-21%,-7%,6%,6%,CCSc1nc2c(cnn2-c2ccc(C)c(C)c2)c(=O)[nH]1
148%[activator],4%,96%[activator],-7%,-21%,58%[activator],-20%,0%,2%,CCCNC(=O)c1c(N)n(-c2cccc(OC)c2)c2nc3ccccc3nc12
48%[activator],-3%,1%,1%,-7%,21%,2%,2%,-1%,CCCn1c(=O)c(C(=O)NCC2CCCO2)c(O)c2ccccc21 (stereo not given)
37%,4%,14%,-9%,-28%,-1%,-6%,-1%,-4%,CCC(=O)c1cn(CC(=O)Nc2cc(C)ccc2C)c2ccccc12
63%[activator],0%,5%,5%,5%,23%,3%,4%,?,O=C(c1ccccc1)c1ccc2c(c1)OCCCO2

Assay outcomes deposited in PubChem by National Center for Advancing Translational Sciences (NCATS).
